High-throughput results as filed in PubChem.
CAL-PDZ inh HTS: untagged CAL PDZ binding inhibitors, primary screen, biochemical, fluorescence polarization, HTS; purified CAL PDZ, TMR-peptide fluorescence polarization, 1 h; Golgi-associated PDZ and coiled-coil motif-containing protein (Homo sapiens), Q9HD26; 300,000 compounds, 0.92% hits; inhibition, % at 24.9 µM;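 active means mean inhibition of at least 30% with at least half of replicates also reaching 30%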;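 further: 0% = DMSO neutral control and 100% = excess unlabeled competitor peptide PRC23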
Keap1-Nrf2 PPI: Keap1-Nrf2 protein-protein interaction inhibitors, primary screen, biochemical, fluorescence polarization, single point. Kelch-like ECH-associated protein 1 (Homo sapiens), Q14145. Keap1 Kelch-Nrf2 peptide fluorescence polarization, 1536-well. inhibition, % at 9.4 µM. 340,000 compounds, 0.15% hits. AID 504523, 2011; in the data active means inhibition above about 12%;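 further: human Keap1 Kelch domain with fluorescein labeled Nrf2 9mer peptide probe; 0% = neutral control wells and 100% = peptide positive control; higher means more block of Keap1 binding to Nrf2 peptide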
Target sequence (Q14145 whole entry, looked up, the tested form may be a part): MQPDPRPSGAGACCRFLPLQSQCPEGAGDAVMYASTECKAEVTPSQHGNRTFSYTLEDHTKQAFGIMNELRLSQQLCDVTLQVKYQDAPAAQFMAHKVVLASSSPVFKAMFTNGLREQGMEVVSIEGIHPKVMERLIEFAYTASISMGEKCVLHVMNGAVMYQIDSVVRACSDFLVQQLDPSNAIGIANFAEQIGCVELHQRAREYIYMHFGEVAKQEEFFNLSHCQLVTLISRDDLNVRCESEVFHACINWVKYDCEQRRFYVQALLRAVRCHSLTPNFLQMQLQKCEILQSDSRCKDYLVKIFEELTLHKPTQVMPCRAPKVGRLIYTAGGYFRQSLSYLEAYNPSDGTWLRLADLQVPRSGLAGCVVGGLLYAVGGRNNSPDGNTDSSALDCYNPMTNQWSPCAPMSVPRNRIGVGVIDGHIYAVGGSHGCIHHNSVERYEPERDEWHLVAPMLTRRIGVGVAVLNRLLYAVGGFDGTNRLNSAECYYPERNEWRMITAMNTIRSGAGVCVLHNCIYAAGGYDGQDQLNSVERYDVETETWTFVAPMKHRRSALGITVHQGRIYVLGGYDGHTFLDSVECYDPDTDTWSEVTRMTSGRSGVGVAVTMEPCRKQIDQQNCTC
V-ATPase pHluor: regulators of yeast V-ATPase proton pumping, primary screen, pHLuorin cytosolic pH fluorescence. response, % at 10 µM. 350,000 compounds, 0.37% hits. S. cerevisiae; in the data active means response mostly above about 7.3%, no sharp cut-off; inactive means mostly below about 5.4%; further: actives read high; inactives centre near 0; some compounds called inactive have numbers as strong as hits; reference of the scale not given here
RTF Ca sens inh: cardiac RTF calcium sensitivity inhibitors, primary screen, biochemical, IANBD-TnC fluorescence, EC70 calcium; Troponin I, cardiac muscle (Homo sapiens) + Troponin T, cardiac muscle (Homo sapiens) + …; IANBD-labeled cardiac RTF, Ca2+ fluorescence; inhibition, % at 7.15 µM; 340,000 compounds, 0.12% hits; AID 493244, 2011;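 active means inhibition above the mean inhibition of all tested compounds plus 3 SD, cut at about 17% in these data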;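 further: assay run at fixed EC70 calcium of 1.6 mM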
HTR5A inv ctr: HTR5A inverse agonists in luminescence cell assay, primary screen, counter-screen for OPRM1-OPRD1 heterodimer inverse agonist project, full-deck HTS. 5-hydroxytryptamine receptor 5A (Homo sapiens), P47898. HTR5A cell line, inverse agonism. inhibition, % at 9.3 µM. 340,000 compounds, 0.083% hits. AID 504634, 2011; in the data active means inhibition mostly above about 23%, no sharp cut-off; inactive means mostly below about 18%;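 further: 0% = cells with DMSO and 100% = no-cell wells with DMSO; some compounds called inactive have numbers as strong as hits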
Target sequence (P47898 whole entry, looked up): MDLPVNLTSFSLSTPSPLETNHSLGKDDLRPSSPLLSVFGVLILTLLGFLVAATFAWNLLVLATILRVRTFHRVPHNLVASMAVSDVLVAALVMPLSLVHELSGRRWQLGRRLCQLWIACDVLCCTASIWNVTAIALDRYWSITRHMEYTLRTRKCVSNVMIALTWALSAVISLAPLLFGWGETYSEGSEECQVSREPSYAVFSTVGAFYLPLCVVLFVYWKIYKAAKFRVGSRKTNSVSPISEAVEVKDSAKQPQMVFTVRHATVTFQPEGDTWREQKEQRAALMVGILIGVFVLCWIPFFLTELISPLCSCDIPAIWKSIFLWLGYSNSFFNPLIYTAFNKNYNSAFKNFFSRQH
OPRM1-OPRD1 inv: inverse agonists of MOR-DOR heterodimerization, primary screen, cell-based, luminescence; Mu-type opioid receptor (Homo sapiens) + Delta-type opioid receptor (Homo sapiens), …; cell-based MOR-DOR heterodimer luminescence, inverse agonism; inhibition, % at 9.3 µM; 340,000 compounds, 0.21% hits; AID 504357, 2011; in the data active means inhibition above about 22%, passing the limit was not always enough;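 further: 0% = cells with DMSO and 100% = wells without cells with DMSO; values of inactives mirror those of a sister screen read the other way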
RTF Ca sens act: cardiac RTF calcium sensitivity activators, primary screen, biochemical, IANBD-TnC fluorescence, EC20 calcium; IANBD-labeled TnC RTF fluorescence at EC20 calcium; 0% EC20 calcium, 100% full calcium; activation, % at 7.2 µM; 340,000 compounds, 0.24% hits; AID 493008, 2010; Troponin I, cardiac muscle (Homo sapiens) + Troponin T, cardiac muscle (Homo sapiens) + …;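 active means activation above the mean over all tested compounds plus 3 SD, cut at about 30% in these data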;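 further: rise in fluorescence read as greater calcium sensitivity of cardiac thin filaments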
LANA DNA inh: inhibitors of KSHV C-LANA binding to DNA, primary screen, biochemical, fluorescence polarization, FAM-LBS DNA, MBP-C-LANA, single point; Kaposi's sarcoma herpesvirus LANA C-terminal domain (residues 932-1162) DNA binding; inhibition, % at 9 µM; 340,000 compounds, 0.078% hits; AID 504423, 2011;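 active means highest replicate inhibition at or above 60% at 9 µM, even if other replicates fall short; inactive means all replicates below 60% inhibition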;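 further: 0% = neutral control wells and 100% = 4 µM acridine orange control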
HTR5A ag: HTR5A agonists in luminescence cell assay, primary screen, counter-screen for OPRM1-OPRD1 heterodimer agonist project, full-deck HTS; 5-hydroxytryptamine receptor 5A (Homo sapiens), P47898; cell-based; activation, % at 9.3 µM; 340,000 compounds, 0.61% hits; AID 504692, 2011; in the data active means activation mostly above about 9.5%, no sharp cut-off; inactive means mostly below about 7.6%;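 further: 0% = cells with vehicle only and 100% = reference agonist; strong numbers were not always called active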
MOR-DOR ag: agonists of OPRM1-OPRD1 heterodimerization, primary screen, cell-based, luminescence; Mu-type opioid receptor (Homo sapiens) + Delta-type opioid receptor (Homo sapiens), …; cells; activation, % at 9.3 µM; 340,000 compounds, 0.3% hits; AID 504326, 2011; in the data active means activation above about 18%;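 further: 0% = vehicle-treated cells and 100% = reference agonist; values of inactives mirror those of a sister screen read the other way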
Starred values were filed as active, the others as inactive; . = no result given.

SMILES	CAL-PDZ inh HTS	Keap1-Nrf2 PPI	V-ATPase pHluor	RTF Ca sens inh	HTR5A inv ctr	OPRM1-OPRD1 inv	RTF Ca sens act	LANA DNA inh	HTR5A ag	MOR-DOR ag
CCCc1ccc2oc(C(=O)NCCCN3CCOCC3)c(C)c2c1	-3	-2	-3	6	0	-9	-3	-0.4	-2	1.7
Cc1cc(C)cc(N(C(=O)c2csnn2)C(C(=O)NC2CCCCC2)c2ccccn2)c1 (configuration not stated)	-1	-5	1	-7	3	-12	-7	-0.6	-1	1.4
O=C1c2cccc([N+](=O)[O-])c2C(=O)N1c1cccnc1	0	3	-1	-3	11	4	-2	0.6	-4	-0.7
Cc1cccc(CNC(=O)C(C)n2nc(C)c3c(C)n(-c4ccccc4)nc3c2=O)c1 (configuration not stated)	0	4	-3	1	12	22	3	-0.2	1	-4.2
COc1ccc(CNC(=O)CN(C(=O)c2snc(C(N)=O)c2N)c2ccc(F)cc2)cc1	-3	-1	-1	-1	-4	0	-4	-0.7	1	0.0
C=CCOC(=O)C1=C[C@@H](c2cn(C(C)=O)c3ccccc23)C[C@@H](OCc2ccc(CO)cc2)O1	4	-3	-1	0	17	-3	5	-0.4	-6	0.5
CC(=O)c1c(C)[nH]c(C(=O)Nc2ccc(Cl)cc2F)c1C	-1	-8	6	7	0	-2	-1	-0.6	0	0.4
COc1ccc(C2CC(=O)C(C=NCCN3CCN(C(C)=O)CC3)=C(O)C2)cc1 (configuration not stated)	-5	-7	2	-13	-24	12	-1	-0.5	-4	-2.1
Cc1ccsc1C(=O)Nc1cccc(-n2cnnn2)c1	-4	-1	4	4	-4	3	-5	0.4	1	-0.6
CC(Oc1cc2oc(=O)c3c(c2cc1Cl)CCC3)C(=O)NCc1ccccn1 (configuration not stated)	6	-6	1	0	4	13	-1	0.2	2	-2.6
COc1cccc(/C=N/NC(=O)CNC(=O)COc2cccc(C)c2)c1O	3	-2	-1	-7	5	10	-1	-0.1	4	-1.9
Cc1ccc(-n2nc(C)c3c(-c4cccs4)c(C#N)c(N)nc32)cc1	3	-6	-3	1	4	-1	0	1.9	1	0.1
CN(CC(=O)Nc1ccccc1Cl)CC(=O)Nc1sc2c(c1C(N)=O)CCC2	-3	4	-3	-3	19	3	-6	2.8	-7	-0.5
C=CCNC(=O)c1cc2c(=O)c3ccccc3oc2nc1C	-3	-8	-1	-7	-9	10	-11	-0.5	3	-2.0
Cc1c(C(=O)Nc2cccc([N+](=O)[O-])c2)cnn1-c1ccccc1	7	-3	1	0	13	4	7	-1.3	-3	-0.9
CC(=O)Oc1cc2oc(=O)cc(C)c2cc1OC(C)=O	-3	-7	6	3	-7	2	-2	0.9	-3	-0.4
Nc1cc(Cl)c(N)cc1Cl	-1	-1	3	1	-7	-4	-3	0.2	3	0.7
CC(=O)Nc1sc(NC(=O)c2ccco2)nc1-c1cccs1	7	0	-1	-6	-1	1	3	2.2	0	-0.1
CCc1c(C)[nH]c2nc3ccccc3n2c1=O	-3	0	2	0	-14	13	-1	0.5	0	-2.5
CC1(C)CC(=O)C2=C(C1)N(c1cccc(Cl)c1)C(=O)NC2(C(F)(F)F)C(F)(F)F	-3	-2	-4	2	10	4	-1	-0.6	2	-0.8
Cc1cc(NC(=O)CSCC(=O)OCc2nnc(-c3ccc(F)cc3)o2)no1	.	0	3	-8	1	8	1	1.1	0	-1.8
Cc1cccc(NC(=S)NC(=O)CC2CC(C)(C)OC2=O)c1 (configuration not stated)	-4	-5	-3	2	-8	3	0	-0.7	-1	-0.4
O=C(NC(=S)Nc1ccc(N2CCCCC2)c(Cl)c1)c1cccs1	0	0	-3	7	-7	16	2	0.7	0	-2.7
O=C(Nc1ccnc(-c2ccncc2)n1)c1ccc(Cl)cc1	2	-5	4	-3	-5	-4	-3	-0.3	1	0.6
CC1CCCC(C)N1C(=O)c1ccc(S(=O)(=O)NCc2ccco2)cc1 (configuration not stated)	-7	3	3	-12	3	-3	-5	-1.2	-1	0.6
O=C(CN1CCCC1)N1c2ccccc2Sc2ccc(Cl)cc21	-8	4	2	-15	-21	-2	3	1.0	6	0.4
O=C(COC(=O)C1(c2ccccc2)CC1)NNC(=O)c1ccccc1	-3	4	0	0	-9	10	6	-0.1	4	-1.5
CCOC(=O)c1ccc(NC(=O)CSc2nc(C)cc(=O)[nH]2)cc1	-2	-4	-2	12	5	10	-8	1.4	-2	-1.6
CCN(CC)CCN1C(=O)C(=O)/C(=C(/O)c2ccccc2)C1c1ccccc1F (configuration not stated)	6	-2	-4	-8	2	14	-1	-0.4	-1	-2.6
CC(=O)N(Cc1cc(=O)[nH]c2ccccc12)c1ccc(C)cc1	1	1	-4	-11	9	13	-1	0.5	-3	-2.4
O=C(Cn1c(=O)cnc2ccccc21)NCC(=O)Nc1ccc(F)c(F)c1	-5	-3	1	-15	-5	-9	0	-1.4	2	1.3
COc1ccccc1CNC(=O)COC(=O)/C=C/c1ccc2ccccc2n1	.	0	-1	-7	-9	-11	0	-0.7	2	2.1
CC(C)=CC(=O)Nc1ccc(S(=O)(=O)Nc2onc(C)c2C)cc1	5	0	-1	-1	-12	21	0	-5.2	3	-4.2
Cn1cc([N+](=O)[O-])c(C(=O)Nc2nccs2)n1	-3	-5	0	6	4	-24	-3	1.3	0	3.3
CC(OC(=O)C1CSC2(C)CCC(=O)N12)C(=O)Nc1ccc(F)cc1 (configuration not stated)	-1	-7	-1	2	11	1	5	-0.5	-1	-0.3
COc1ccccc1C1Nc2cccc3cccc(c23)N1	-2	-2	-1	-4	4	-17	-2	1.6	-4	3.5
COc1ccccc1N/C(=N/S(=O)(=O)c1ccc(Cl)cc1)c1ccccc1	0	5	5	-9	-5	11	-3	-1.7	-1	-2.1
Cc1c(C)c2c(OCC(=O)N3CCC(C(N)=O)CC3)cc3c(c2oc1=O)CCC(C)(C)O3	8	4	5	-3	29	10	3	-1.5	11	-1.9
CC(C)CNC(=O)COCc1cc(-c2ccc3c(c2)OCO3)on1	8	0	0	-10	-12	12	-4	3.4	3	-2.5
CCOC(=O)c1ccc(NC(=S)Nc2ccc(C)cc2)cc1	4	5	-1	4	2	0	-3	0.3	-1	-0.1
O=C(c1ccc(Cl)cc1Cl)N1CCC(C(=O)N2CCOCC2)CC1	2	3	3	3	20	9	-4	-0.7	-7	-1.1
Cc1cccc(Cc2ccc(Cl)nn2)c1	-3	4	-1	-1	-2	6	3	-1.3	1	-1.0
Cc1ccc(S(=O)(=O)N2CCOCC2)cc1NC(=O)COC(=O)CCC(=O)c1ccc(F)cc1	2	5	0	-6	4	5	-5	1.0	-8	-0.8
Cc1ccc(C(=O)N/C(=C/c2ccc(-c3cccc([N+](=O)[O-])c3)o2)C(=O)NC(C)C)cc1	-1	2	2	6	-1	-36	7	-2.0	6	6.0
O=C(CN1CCOCC1)Nc1ccccc1C(=O)Nc1ccccc1	-3	-2	1	-5	-32	8	4	-0.2	11	-1.4
COc1ccc(S(=O)(=O)N2CCCCCC2)cc1C(=O)N(C)CCOc1ccc(Cl)cc1	-2	0	4	-6	8	7	-7	-1.2	0	-1.2
CCCCCn1c(CNC(C)=O)nc2ccccc21	-1	-3	-6	2	-14	-27	-8	-2.6	5	4.6
CCn1c(SCc2ccc(Cl)cc2Cl)nc2nc3c(cc2c1=O)CCCC3	-1	-6	2	-7	5	-10	0	0.5	2	1.8
CC(C)(C)c1ccc(S(=O)(=O)N2CCN(CC(O)COCC3CCCO3)CC2)cc1 (configuration not stated)	-2	0	2	-8	2	-6	1	-0.9	-1	1.6
COc1cccc(C2=NOC(C(=O)Nc3cc(C)on3)C2)c1 (configuration not stated)	0	0	0	3	-15	20	1	0.8	1	-3.8
O=C(Cn1c(CO)nc2ccccc21)Nc1ccc2c(c1)OCCCO2	-1	-4	0	-10	.	.	0	1.0	.	.
COc1cccc(NC(=O)CN(C)C(C)C(=O)Nc2cc([N+](=O)[O-])ccc2Cl)c1 (configuration not stated)	3	-7	1	-10	-9	3	2	-0.9	-2	-0.6
CS(=O)(=O)c1ccc(Cl)c(NC(=O)Cc2c(F)cccc2Cl)c1	-1	2	1	2	0	10	-1	1.4	6	-1.9
CCOC(=O)c1c(C)c(C(=O)NCc2ccco2)c(C)n1C	-5	2	4	-14	-3	-3	-5	-0.3	1	0.4
COc1ccc(CN(C(=O)COc2ccc(C)c(C)c2)C2CCS(=O)(=O)C2)cc1OC (configuration not stated)	.	0	-2	2	-37	8	2	-0.6	12	-1.4
Nc1nnc(CC(=O)N/N=C/c2cccc(OCCOc3ccccc3)c2)s1	0	-5	-1	-3	18	0	5	0.0	-8	-0.1
Cc1ccc(C2CC(=O)c3cnn(-c4nc(C)cc(C)n4)c3C2)cc1 (configuration not stated)	-1	2	-2	-2	-11	18	3	-0.3	5	-3.7
COc1ccc(Cl)cc1NC(=O)CN1CCN(Cc2ccccc2)CC1	-13	-2	-4	-8	15	-4	-2	-0.5	-4	0.9
COC(=O)[C@H](CCSC)NC(=O)N1CCC(C)CC1	-2	0	2	-2	-3	3	-3	-1.2	3	-0.6
COc1ccc(CNC(=O)C2CCN(S(=O)(=O)c3ccc4c(c3)NC(=O)C(C)S4)CC2)cc1 (configuration not stated)	1	-10	-2	-3	16	16	-3	-4.3	-4	-3.2

Continuation:
SMILES	CAL-PDZ inh HTS	Keap1-Nrf2 PPI	V-ATPase pHluor	RTF Ca sens inh	HTR5A inv ctr	OPRM1-OPRD1 inv	RTF Ca sens act	LANA DNA inh	HTR5A ag	MOR-DOR ag
CC(C)C(c1nnnn1C(C)(C)C)N1CCN(c2cccc(Cl)c2)CC1 (configuration not stated)	-3	2	0	-9	1	10	-1	-1.3	8	-2.5
COc1ccccc1CN(C)C(=O)c1ccc(S(=O)(=O)NCc2ccco2)cc1	1	-6	2	2	-14	1	-4	-0.4	6	-0.4
c1ccc(-c2cnnc(N3CCOCC3)n2)cc1	0	-3	-1	-8	14	10	0	2.8	-6	-1.9
Cc1ccc2c(C(=O)CN3CCCC(C)C3)c(C)[nH]c2c1 (configuration not stated)	-1	-1	2	-11	-2	2	2	-0.7	1	-0.4
